EWS-Fli inh: EWS/Fli-driven NR0B1 reporter inhibitors, primary screen, A673 cells, NR0B1 luciferase, luminescence, MLPCN library; viability-normalised; inhibition, % at 12.6 µM; hit rate 0.67% among 350,000;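 active = mean inhibition of at least 50% after viability correction, with every replicate also passing that limit; inconclusive = mean reaches 50% but only one of two replicates passes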;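 note: firefly luciferase signal divided by Alamar Blue viability fluorescence both relative to DMSO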
miR122 inh: miR-122 Renilla sensor signal increase in Huh7, primary screen, miR-122 inhibitor project, cell-based, single point, plate reader | Huh7 miR-122 Renilla luciferase sensor, 48 h; neutral wells = 0, positive control = 100 | activation (reporter increase), % at 12.5 µM | hit rate 0.3% among 340,000 | AID 602342, 2012;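 active = mean replicate activation score at least 90 and every replicate individually at or above 90; inconclusive = only one of the two criteria met; inactive = neither criterion met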;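 note: higher luciferase means less miR-122 activity so hits act as miR-122 inhibitors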
PGC1a acetyl inh: inhibitors of PGC1a acetylation signal, primary screen, cell-based, U2OS, AlphaScreen, inhibitor mode. inhibition, % at 15.6 µM. AID 651687, 2012. hit rate 0.17% among 350,000. AlphaScreen anti-acetyl-lysine; with virally co-expressed GCN5 acetyltransferase;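 active = every replicate shows inhibition of at least 40%; inconclusive = mean inhibition at least 40% but some replicate below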;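 note: 0% = neutral control wells and 100% = positive control wells; some results beyond the cut were filed as inactive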
Casp6 inh: human caspase-6 inhibitors, primary screen, biochemical, VEID-R110 fluorescence, single point, set 2; P55212; hit rate 0.53% among 350,000; AID 686996, 2013; purified caspase-6, Z-VEID-R110 cleavage fluorescence; inhibition, % at 12.5 µM;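 active = mean inhibition across replicates at least about 35%, with every replicate also reaching that limit, limit read from the data; inconclusive = only one of the two criteria met; inactive = neither criterion met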;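 note: 0% = median of neutral control wells and 100% = no fluorescence left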
Target sequence (P55212 24-179 limits assumed): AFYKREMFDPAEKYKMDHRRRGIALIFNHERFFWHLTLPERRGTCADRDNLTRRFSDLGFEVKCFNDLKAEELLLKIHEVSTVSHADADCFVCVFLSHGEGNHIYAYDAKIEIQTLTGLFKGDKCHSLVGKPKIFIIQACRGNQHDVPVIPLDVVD
Target sequence (P55212 194-293 limits assumed): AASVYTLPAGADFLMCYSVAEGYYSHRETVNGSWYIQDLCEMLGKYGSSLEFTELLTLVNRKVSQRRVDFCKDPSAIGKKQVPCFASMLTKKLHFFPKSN
LGR2 inh: inhibitors of bursicon-induced LGR2 CRE-luciferase signal, primary screen, cell-based, HEK293, CRE-luciferase reporter, bursicon stimulation; hit rate 0.35% among 380,000; Drosophila bursicon receptor LGR2 (rickets); inhibition, % at 9.99 µM; bursicon-stimulated, 4 h;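 active = drop in luminescence signal, shown as inhibition above about 50% in the replicate tests, limit read from the data, passing the limit was not always enough; inconclusive = probably only some replicates passing the limit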;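 note: agonist challenge used bursicon conditioned medium at about half maximal strength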
FN deposition inh: inhibitors of fibronectin matrix deposition, primary screen, AH1F cells, Alexa488-fibronectin fluorescence, plate reader; inhibition, % at 12.6 µM; hit rate 0.086% among 350,000; AH1F fibroblasts, overnight;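 active = mean inhibition across replicates of 30% or more, regardless of how many single replicates reach that level; inconclusive = mean under 30% yet at least half of replicates reach 30%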;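 note: positive control wells lacked labelled fibronectin entirely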
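Schedule: 1 h cell adhesion before compound, then overnight fibronectin incubation; test system: AH1F fibroblast monolayer depositing Alexa488-labelled fibronectin into matrix; quantity: 10000 AH1F cells per well; probe or stimulus: fluorescent fibronectin at 24 nM final; signal: fluorescence, ex 485 nm, em 525 nm; evaluation: percent inhibition as loss of matrix-bound fibronectin fluorescence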
PAX8 inh HTS: inhibitors of PAX8-driven TPO luciferase reporter, primary screen, RMG-I cells, single concentration. inhibition, % at 12.6 µM. AID 652154, 2013. hit rate 1.2% among 360,000. SteadyGlo, 24 h;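 active = mean replicate inhibition at least 60% with every replicate also reaching 60%; inconclusive = only one of the two criteria is met; inactive = mean below 60% and not all replicates reaching 60%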;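 note: luciferase light reporting Pax8 driven TPO promoter activity; plate controls were median of neutral control wells for no effect and mitoxantrone controls for full effect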
Cneo AK release: Cryptococcus neoformans cell lysis inducers, primary screen, AK release luminescence, single concentration; AID 651654, 2012; lysis activity, % at 15 µM; C. neoformans lysis, adenylate kinase release luminescence, 4 h; normalised: neutral wells 0, clomiphene wells 100; hit rate 0.2% among 360,000;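 active = mean lysis activity across replicates of at least 80%, whatever share of replicates individually reach that level; inactive = mean lysis activity below 80%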
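Assay system: log-phase C. neoformans yeast / Quantity: yeast cell density of 5 × 10^6 cells/mL / Medium: fresh YPD growth medium / Compound: single dose / Timing: static 4 h at 37 °C with compound, 1 h detection / Measured by: adenylate kinase release luminescence / Read-out: lysis from increased AK signal / Benchmarks: Clomiphene as positive lysis control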
The depositor's hits bear a star; ? = inconclusive; . = not tested or not shown; [ ] = remark or other dose.

Codes: A = EWS-Fli inh; B = miR122 inh; C = PGC1a acetyl inh; D = Casp6 inh; E = LGR2 inh; F = FN deposition inh; G = PAX8 inh HTS; H = Cneo AK release
> C[C@H](NC(=O)c1nc[nH]c1C(=O)N(C)CCO)c1ccccc1
  A: 0	B: 5	C: -11	D: 1	E: 9	F: 3	G: -23	H: 3

> COCC(=O)N1C[C@H](C)[C@H](OC)CN(C)C(=O)c2cc(NS(C)(=O)=O)ccc2OC[C@@H]1C
  A: -4	B: 2[16.7 µM]	C: 2	D: 1	E: 2	F: 6	G: -3	H: -2

> Cn1cc(CCOCc2ccccc2)c2ccccc21
  A: -60	B: .	C: .	D: 6	E: -14	F: 3	G: -40	H: .

> CO[C@H]1CN(C)C(=O)c2ccc(NS(=O)(=O)c3c(C)noc3C)cc2OC[C@@H](C)NC[C@@H]1C
  A: 11	B: -12[16.7 µM]	C: 0	D: -1	E: 19	F: -6	G: -8	H: -2

> C[C@@H]1CN([C@@H](C)CO)C(=O)c2cc(NS(=O)(=O)c3ccccc3)ccc2O[C@H]1CN(C)S(C)(=O)=O
  A: 4	B: -2[16.7 µM]	C: -7	D: 1	E: 14	F: .	G: .	H: 3

> COc1ccc(OC)c(NC(=O)c2cc3c(cc2Cl)N2CCCCCC2=NS3(=O)=O)c1
  A: 2	B: -5	C: 10	D: -4	E: -2	F: 12	G: -2	H: 0

> O=C(C[C@H]1C[C@@H]2c3cc(NC(=O)NC4CCCC4)ccc3O[C@@H]2[C@H](CO)O1)NCc1cccnc1
  A: -8	B: .	C: 1	D: 0	E: -1	F: -2	G: -24	H: .

> COc1ccc(S(=O)(=O)Nc2ccc3c(c2)CC(=O)N([C@H](C)CO)C[C@H](C)[C@H](CN(C)Cc2ccncc2)O3)cc1
  A: -6	B: 63[16.7 µM]	C: 0	D: -2	E: 5	F: 0	G: 10	H: 1

> OC(C#CCN1CCOCC1)(c1ccccc1)C1CC1 (configuration not stated)
  A: .	B: -3	C: -2	D: .	E: .	F: -34	G: .	H: 2

> COC(=O)Cc1c[nH]c2cccc(OCC(O)CN(Cc3ccc([N+](=O)[O-])cc3)C(C)(C)C)c12 (configuration not stated)
  A: .	B: 1	C: -22	D: 1	E: 7	F: 6	G: .	H: 0

> CCCCCCOC(=O)CC1CC(C(C)=O)C1(C)C (configuration not stated)
  A: -14	B: -3	C: .	D: 1	E: -60	F: -2	G: -13	H: -1

> CCOC(=O)C1(Cc2ccc(OC)cc2)CCN(C(=O)c2sc(C)nc2C)CC1
  A: -6	B: -1	C: 5	D: 3	E: -10	F: -5	G: -5	H: 4

> CCCCNC(=O)C1C(c2ccccc2)=Nc2ccccc2N1C(=O)c1ccc(C(F)(F)F)cc1 (configuration not stated)
  A: 16	B: .	C: .	D: 0	E: 16	F: -2	G: 0	H: .

> Cn1c(N)c(C(=O)COC(=O)c2cc(-c3ccco3)nc3ccccc23)c(=O)n(C)c1=O
  A: 3	B: -1	C: 6	D: .	E: 19	F: 11	G: -10	H: 1

> COc1ccc(NC(=O)CN2C(=O)COc3ccc(C)cc32)c(OC)c1
  A: -2	B: 1	C: 1	D: 1	E: -11	F: 10	G: -23	H: -3

> CC(C)C#Cc1ccc2c(c1)O[C@@H](CN(C)C(=O)C1CC1)[C@@H](C)CN([C@@H](C)CO)S2(=O)=O
  A: 0	B: 0[16.7 µM]	C: ?	D: 0	E: 3	F: .	G: .	H: 2

> Cc1cccc(N2C(=O)C(O)=C(C(=O)c3cccs3)C2c2cccc(Oc3ccccc3)c2)n1 (configuration not stated)
  A: 8	B: -4	C: .	D: 9	E: .	F: -3	G: -44	H: 0

> CN1C(=O)c2cc(NC(=O)c3cccc(F)c3)ccc2OC[C@H]2O[C@@H](CC(=O)Nc3ccccc3)CC[C@H]21
  A: 6	B: -28[16.7 µM]	C: 0	D: -1	E: 3	F: 11	G: 10	H: 2

> CCCN(C)C[C@@H]1Oc2cc(C#Cc3ccccc3)ccc2S(=O)(=O)N([C@H](C)CO)C[C@@H]1C
  A: 8	B: -4[16.7 µM]	C: -11	D: 0	E: 15	F: 7	G: .	H: 1

> CCN(CC)c1ccc(/C=N/NC(=O)Cc2ccc(OC)c(OC)c2)cc1
  A: 9	B: .	C: .	D: -1	E: -26	F: 6	G: 0	H: .

> Cn1c(CN2CCOCC2)nc2cc(NC(=O)COc3ccccc3)ccc21
  A: -1	B: -14	C: 11	D: .	E: 2	F: 0	G: 13	H: -2

> COc1ccc(/C=C2/Sc3ccc(C(=O)N4CCc5ccccc5C4)cc3NC2=O)cc1
  A: 3	B: .	C: .	D: 1	E: 7	F: 11	G: 18	H: .

> Cc1cc(O)c2c(C)c(CC(=O)N3CCN(C(=O)C4COc5ccccc5O4)CC3)c(=O)oc2c1 (configuration not stated)
  A: -9	B: 3	C: -7	D: -6	E: 7	F: 0	G: 2	H: -2

> CCCC(=O)Nc1ccc2c(c1)C(=O)N(C)C[C@H](OC)[C@H](C)CN(C(=O)C1CCCC1)[C@H](C)CO2
  A: 1	B: .	C: 2	D: -4	E: -11	F: 0	G: -5	H: 8

> COc1ccc(N=Cc2oc3ccc4ccccc4c3c2O)cc1
  A: -58	B: .	C: .	D: 1	E: -93	F: -2	G: -71	H: .

5 entries already listed, arranged by their value in LGR2 inh, descending.
compound,LGR2 inh
C[C@@H]1CN([C@@H](C)CO)C(=O)c2cc(NS(=O)(=O)c3ccccc3)ccc2O[C@H]1CN(C)S(C)(=O)=O,14
COc1ccc(/C=C2/Sc3ccc(C(=O)N4CCc5ccccc5C4)cc3NC2=O)cc1,7
CC(C)C#Cc1ccc2c(c1)O[C@@H](CN(C)C(=O)C1CC1)[C@@H](C)CN([C@@H](C)CO)S2(=O)=O,3
COCC(=O)N1C[C@H](C)[C@H](OC)CN(C)C(=O)c2cc(NS(C)(=O)=O)ccc2OC[C@@H]1C,2
CCN(CC)c1ccc(/C=N/NC(=O)Cc2ccc(OC)c(OC)c2)cc1,-26

The listing picks up, starting 2 compounds before the break.
Codes: A = EWS-Fli inh; B = miR122 inh; C = PGC1a acetyl inh; D = Casp6 inh; E = LGR2 inh; F = FN deposition inh; G = PAX8 inh HTS; H = Cneo AK release
> CCCC(=O)Nc1ccc2c(c1)C(=O)N(C)C[C@H](OC)[C@H](C)CN(C(=O)C1CCCC1)[C@H](C)CO2
  A: 1	B: .	C: 2	D: -4	E: -11	F: 0	G: -5	H: 8

> COc1ccc(N=Cc2oc3ccc4ccccc4c3c2O)cc1
  A: -58	B: .	C: .	D: 1	E: -93	F: -2	G: -71	H: .

> COc1ccc(/C=N/NC(=O)c2ccncc2)cc1[N+](=O)[O-]
  A: -13	B: .	C: .	D: -3	E: -10	F: 15	G: 1	H: .

> O=C(COC(=O)c1ccc(Cl)c(S(=O)(=O)NCc2ccccc2)c1)NC1CC1
  A: -2	B: -3	C: 2	D: 4	E: 0	F: 1	G: -13	H: 0

> CCOc1cc(/C=N/Nc2nnc(C)n2N)ccc1O
  A: 1	B: 7	C: -3	D: 3	E: -36	F: 6	G: 37	H: 0

> CCCOc1ccc(C(F)(F)F)cc1NS(=O)(=O)c1ccc(Cl)nc1
  A: 4	B: 26	C: .	D: 21	E: -4	F: -3	G: 8	H: 3

> COc1cccc(C(=O)Nc2cccc3c2ccc2cccn23)c1
  A: -21	B: .	C: 3	D: -3	E: -1	F: -1	G: -15	H: .

> Cc1c(-n2cccc2C=O)cccc1[N+](=O)[O-]
  A: 7	B: .	C: 1	D: -3	E: 8	F: -2	G: -2	H: .

> CCCCc1ccc(NC(=O)CN2NS(=O)(=O)c3ccccc3C2=O)cc1
  A: .	B: 2	C: 4	D: .	E: .	F: 3	G: .	H: -3

> CNC[C@@H]1OCCCC[C@H](C)Oc2ccc(NC(=O)CCC(F)(F)F)cc2C(=O)N([C@H](C)CO)C[C@H]1C
  A: 0	B: -3[16.7 µM]	C: 9	D: -1	E: -5	F: .	G: -19	H: 1

> COCCCNC(=O)CSc1nc2ccccc2c(=O)n1CCC(=O)NCCc1ccc(OC)c(OC)c1
  A: 0	B: -8	C: 0	D: 4	E: .	F: -4	G: -2	H: 0

> Cc1ccc(NC(=O)c2oc3ccc(S(=O)(=O)N4CCOCC4)cc3c2C)c(C)c1
  A: 4	B: -2	C: -1	D: -3	E: 32	F: 4	G: -19	H: -2

> Cn1c(NC(=O)/C=C/c2ccc(Cl)c(Cl)c2)cc(=O)n(C)c1=O
  A: .	B: -1	C: -16	D: .	E: -13	F: 1	G: -23	H: -3

> Cc1cc2c(cc1S(=O)(=O)N1CCN(c3ccc(Cl)cc3)CC1)OCCN2C
  A: 11	B: .	C: .	D: -1	E: -23	F: 8	G: 19	H: 0

> COc1cc2c(c(OC)c1OC)-c1c(cc3c(c1OC)OCO3)C[C@H](C)[C@@](C)(O)C2
  A: -6	B: -1	C: -8	D: 6	E: 1	F: -5	G: -9	H: -1

> C[C@H]1CN([C@@H](C)CO)C(=O)c2cc(-c3cccnc3)cnc2O[C@H]1CN(C)C(=O)Nc1ccccc1
  A: 11	B: 3[16.7 µM]	C: 5	D: 0	E: -4	F: .	G: -12	H: 47

> CCCN(C)C[C@H]1Oc2cc(-c3ccccc3OC)ccc2S(=O)(=O)N([C@H](C)CO)C[C@H]1C
  A: 9	B: 18[16.7 µM]	C: -7	D: 0	E: 6	F: -3	G: .	H: 1

> CCCNC(=O)CN(C)S(=O)(=O)c1ccc(F)cc1
  A: .	B: -7	C: -4	D: .	E: 8	F: .	G: 8	H: -2

> CC(=O)N1CC(=O)N(c2ccccc2)C1=O
  A: -20	B: 6	C: -2	D: -1	E: -13	F: -2	G: -37	H: 6

> COc1cc(CNCc2cccc(OC)c2OC)cc(OC)c1
  A: 6	B: 1	C: -18	D: -3	E: -5	F: 0	G: 29	H: 0

> CC(=O)N(C)C[C@@H]1Oc2cc(/C=C/c3ccccc3)ccc2S(=O)(=O)N([C@H](C)CO)C[C@H]1C
  A: -19	B: 2[16.7 µM]	C: 1	D: 0	E: 3	F: .	G: .	H: -2
